# BRCA1 expr up – qHTS Assay to Identify Small Molecule Activators of BRCA1 Expression | MCF7-BRCA1-FFLuc reporter, luminescence, 48 h; response scale: scaled: vehicle 0%, 10 µM genistein 100% | Potency, µM (doses to about 46.1 µM), for inactives: top-dose activation, most hits filed as activators | hit rate 1.1% among 380,000; also: nearly all actives have a fitted effect of over 80% in size; some results filed as inactive show a strong effect at the top dose
#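 First, MCF7-BRCA1-FFLuc cells (2000/well) attach for 2 h; next, compounds are pin-added and incubated 48 h at 37 °C; finally, luciferase reagent is added and luminescence read after 15 min.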
# FLuc counter – qHTS profiling assay for firefly luciferase inhibitor/activator using purifed enzyme and Km concentrations of substrates (counterscreen for miR-21 project) | Luciferin 4-monooxygenase (Photinus pyralis), P08659 | purified FLuc, Km substrates, luminescence inhibition | Potency, µM (titrated, usually from 57.5 µM), inactives show top-dose activity change, negative = inhibition, most hits filed as inhibitors | hit rate 6.9% among 360,000;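 also: plate controls were vehicle for no effect and reference inhibitor for full effect; nearly all actives have a fitted effect of over 55% in size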
# Target sequence (P08659 whole entry, looked up): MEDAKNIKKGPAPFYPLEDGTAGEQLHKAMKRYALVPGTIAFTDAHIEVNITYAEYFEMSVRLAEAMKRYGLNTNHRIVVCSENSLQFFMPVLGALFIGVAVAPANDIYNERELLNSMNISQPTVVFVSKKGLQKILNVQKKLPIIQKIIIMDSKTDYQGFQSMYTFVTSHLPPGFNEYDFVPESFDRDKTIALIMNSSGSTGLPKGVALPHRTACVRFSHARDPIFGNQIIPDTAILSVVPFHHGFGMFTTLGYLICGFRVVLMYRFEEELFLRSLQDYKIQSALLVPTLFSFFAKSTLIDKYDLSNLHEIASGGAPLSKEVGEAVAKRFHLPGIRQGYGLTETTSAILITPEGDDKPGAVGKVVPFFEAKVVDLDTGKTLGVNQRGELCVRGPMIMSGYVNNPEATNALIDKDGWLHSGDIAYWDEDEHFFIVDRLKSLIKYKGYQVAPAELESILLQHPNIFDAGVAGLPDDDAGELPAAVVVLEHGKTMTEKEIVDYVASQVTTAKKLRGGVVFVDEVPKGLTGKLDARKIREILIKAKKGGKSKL
#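 Biochemical qHTS of compounds, final roughly 60 µM downward over six points, against 10 nM purified firefly luciferase using Km concentrations of substrates (10 uM D-luciferin, 10 uM ATP) in Tris acetate pH 7.5 buffer; luminescence output.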
# An asterisk follows results filed as active; ? = inconclusive. Calls follow the shape of the dose curve; as a rule, active = well fitted curve in the direction sought with a large enough effect; inconclusive = small, poorly fitted or top-dose-only effect, or another doubt; inactive = no such curve, though single readings can be large; an effect the other way counts as inactive or inconclusive. Potency is read from the fitted curve at half-maximal effect.
# Value order: FLuc counter | BRCA1 expr up
COc1cc(OC)cc(-c2nc3nc(C)c(CCC(=O)Nc4ccccc4)c(C)n3n2)c1
 : 1% | 6%
Cc1ccc(NC(=O)C2CCCN(S(=O)(=O)c3cccc4nsnc34)C2)c(C)c1 (configuration not stated)
 : 6% | 0%
COc1cc2nc(SCC(=O)Nc3cccc(C)c3)n3nc(-c4ccccc4)nc3c2cc1OC
 : -6% | 0%
COc1cc(OC)c(C2C=C(C(=O)O)Nc3ncnn32)cc1OC (configuration not stated)
 : -7% | 11%
Cc1ccc(NC(=O)C2CCN(S(=O)(=O)c3ccc4c(c3)CCCC(=O)N4)CC2)c(Cl)c1
 : 1% | 5%
CCOc1ccc(CCNC(=O)c2cn(CC)c3ccc(S(=O)(=O)N4CCCCCC4)cc3c2=O)cc1OCC
 : -9% | -11%
CCC1=Nc2cc(C(=O)NCCCOC)ccc2Sc2ccc(Br)cc21
 : -16% | -77%
CCc1ccc(NC(=O)C(Cc2ccccc2)NS(=O)(=O)c2ccc3c(c2)c(=O)n(C)c(=O)n3C)cc1 (configuration not stated)
 : -10% | -11%
Cc1cccc(NC(=O)CSc2nc3c(oc4ccccc43)c(=O)n2C(C)C)c1
 : 4% | -11%
COc1cccc(CNC(=O)CN2C(=O)N(c3cccc(Cl)c3)S(=O)(=O)c3ccccc32)c1OC
 : -1% | 9%
CCC(CC)C(=O)NC1CC(=O)N(c2ccc3c(c2)OCCO3)C1 (configuration not stated)
 : 0% | 11%
Fc1ccc(-c2nc3c4c(-c5ccccc5)c(-c5ccccc5)oc4ncn3n2)cc1
 : -4% | 22%
CCOC(=O)CC(NC(=O)CCc1c(C)nc2c(-c3ccccc3)c(C)nn2c1C)c1ccc(C)cc1 (configuration not stated)
 : -5% | -33%
Cc1cc(NC(=O)CSc2nc3c([nH]c4ccccc43)c(=O)n2-c2ccc(Cl)cc2)no1
 : 1% | -10%
COc1ccccc1C(=O)NCCn1cc(SCc2ccccc2Cl)c2ccccc21
 : -2% | -57%
COc1ccccc1NC(=O)c1cnn(-c2ccccc2)c1-n1cccc1
 : -11% | -23%
Cc1ccc(-n2c(SCC(=O)N3CCc4ccccc43)nc3c([nH]c4ccccc43)c2=O)cc1
 : -5% | 17%
Cc1c(Cl)ccc2sc(NC(=O)c3ccc(S(=O)(=O)N4CCCC4)cc3)nc12
 : 3% | -4%
COc1ccc(CCNC(=O)c2ccc(Cn3c(=O)[nH]c4cc(OC)c(OC)cc4c3=O)cc2)cc1OC
 : 5% | 10%
Cc1nn(-c2ccccc2)c2c1N(CC(=O)N1CCN(c3ccc(F)cc3)CC1)C(=O)CS2
 : -2% | -16%
CCOc1ccc(CN2C(=O)c3ccccc3Sc3ccc(C(=O)NC4CCC(C)CC4)cc32)cc1 (configuration not stated)
 : -13% | 9%
Cc1ccc(C)c(NC(=O)CSc2nc(=O)n(Cc3ccncc3)c3c2CCC3)c1
 : -2% | 0%
COc1ccc(NC(=O)CN(c2ccc(C)cc2)S(=O)(=O)c2cccc3nonc23)cc1OC
 : 3% | 5%
Cc1ccc(CNC(=O)CS(=O)(=O)c2cccc3nsnc23)cc1
 : -1% | 15%
Cc1c(S(=O)(=O)c2cccc(Cl)c2)nnn1-c1cccc(C(F)(F)F)c1
 : -1% | -16%
CCN(CC)CCNC(=O)c1cc2c(=O)oc3ccc(C)cc3c2s1
 : 3% | 6%
CCCNC(=O)c1ccc2c(c1)N=C(C)c1c(C)ccc(C)c1S2
 : ? | -64%
Cc1ccc(OCc2cc(=O)n3c4c(sc3n2)CCCC4)c(C)c1
 : 6% | 16%
Cc1cn2c(=O)cc(COC(=O)C(C)Oc3ccccc3)nc2s1 (configuration not stated)
 : -1% | 0%
Cc1cc(C)c(NC(=O)C2CCCN(S(=O)(=O)c3c(C)noc3C)C2)c(C)c1 (configuration not stated)
 : 1% | -5%
O=S(=O)(c1ccccc1)c1nc(-c2ccccc2)oc1N1CCN(c2cccc(Cl)c2)CC1
 : -4% | 0%
COc1ccc(Cl)cc1NC(=O)Cn1c(=O)n(CCC(=O)NCc2ccc3c(c2)OCO3)c(=O)c2ccccc21
 : 3% | -18%
Cc1c(Cl)cccc1NC(=O)Cn1nc(C(F)(F)F)c2c1CCC2
 : -2% | 10%
CC(C)Cc1nn2c(=O)cc(COC(=O)c3ccc4c(c3)OCO4)nc2s1
 : -9% | -21%
Cc1cc(C)cc(NC(=O)C2CCN(c3nc4ccccc4nc3C(F)(F)F)CC2)c1
 : -1% | 5%
O=C(c1ccc2c(Cl)c3c(nc2c1)CCCC3)N1CCN(c2cccc(C(F)(F)F)c2)CC1
 : -11% | 7%
Cc1cccc(N2CCN(C(=O)c3ccc4nc(N5CCC(C)CC5)sc4c3)CC2)c1C
 : ? | ?
Clc1ccc2c(c1)-c1c(cnc3cc(-c4ccccc4)nn13)CO2
 : -3% | -7%
COc1c(Cl)cc(Cl)cc1C(=O)Nc1cccc2cccnc12
 : -1% | -37%
Cc1ccc(Cn2c(C(=O)O)c(CNCc3ccccc3Cl)c3ccc(C)cc32)cc1
 : -8% | 6%
CCOC(=O)c1c(C)oc2ncnc(N3CCN(c4cccc(Cl)c4)CC3)c12
 : 5% | -63%
CC(C)c1ccc(NS(=O)(=O)c2ccc3[nH]cc(C(=O)NCCc4ccccc4)c(=O)c3c2)cc1
 : 5% | -13%
Cn1c(=O)c2c([nH]c(=O)n2Cc2ccc(Cl)cc2Cl)n(C)c1=O
 : -17% | 6%
COc1ccc(CNc2oc(/C=C/c3cccc(OC)c3)nc2C#N)cc1
 : -7% | 5%
COc1ccc(S(=O)(=O)N(CC(=O)Nc2ccccc2Cl)Cc2ccccc2)cc1
 : -3% | -47%

# For reference, 22 of the compounds above.
# Value order: FLuc counter | BRCA1 expr up
Cc1ccc(CNC(=O)CS(=O)(=O)c2cccc3nsnc23)cc1
 : -1% | 15%
Cc1c(S(=O)(=O)c2cccc(Cl)c2)nnn1-c1cccc(C(F)(F)F)c1
 : -1% | -16%
CCN(CC)CCNC(=O)c1cc2c(=O)oc3ccc(C)cc3c2s1
 : 3% | 6%
CCCNC(=O)c1ccc2c(c1)N=C(C)c1c(C)ccc(C)c1S2
 : ? | -64%
Cc1ccc(OCc2cc(=O)n3c4c(sc3n2)CCCC4)c(C)c1
 : 6% | 16%
Cc1cn2c(=O)cc(COC(=O)C(C)Oc3ccccc3)nc2s1 (configuration not stated)
 : -1% | 0%
Cc1cc(C)c(NC(=O)C2CCCN(S(=O)(=O)c3c(C)noc3C)C2)c(C)c1 (configuration not stated)
 : 1% | -5%
O=S(=O)(c1ccccc1)c1nc(-c2ccccc2)oc1N1CCN(c2cccc(Cl)c2)CC1
 : -4% | 0%
COc1ccc(Cl)cc1NC(=O)Cn1c(=O)n(CCC(=O)NCc2ccc3c(c2)OCO3)c(=O)c2ccccc21
 : 3% | -18%
Cc1c(Cl)cccc1NC(=O)Cn1nc(C(F)(F)F)c2c1CCC2
 : -2% | 10%
CC(C)Cc1nn2c(=O)cc(COC(=O)c3ccc4c(c3)OCO4)nc2s1
 : -9% | -21%
Cc1cc(C)cc(NC(=O)C2CCN(c3nc4ccccc4nc3C(F)(F)F)CC2)c1
 : -1% | 5%
O=C(c1ccc2c(Cl)c3c(nc2c1)CCCC3)N1CCN(c2cccc(C(F)(F)F)c2)CC1
 : -11% | 7%
Cc1cccc(N2CCN(C(=O)c3ccc4nc(N5CCC(C)CC5)sc4c3)CC2)c1C
 : ? | ?
Clc1ccc2c(c1)-c1c(cnc3cc(-c4ccccc4)nn13)CO2
 : -3% | -7%
COc1c(Cl)cc(Cl)cc1C(=O)Nc1cccc2cccnc12
 : -1% | -37%
Cc1ccc(Cn2c(C(=O)O)c(CNCc3ccccc3Cl)c3ccc(C)cc32)cc1
 : -8% | 6%
CCOC(=O)c1c(C)oc2ncnc(N3CCN(c4cccc(Cl)c4)CC3)c12
 : 5% | -63%
CC(C)c1ccc(NS(=O)(=O)c2ccc3[nH]cc(C(=O)NCCc4ccccc4)c(=O)c3c2)cc1
 : 5% | -13%
Cn1c(=O)c2c([nH]c(=O)n2Cc2ccc(Cl)cc2Cl)n(C)c1=O
 : -17% | 6%
COc1ccc(CNc2oc(/C=C/c3cccc(OC)c3)nc2C#N)cc1
 : -7% | 5%
COc1ccc(S(=O)(=O)N(CC(=O)Nc2ccccc2Cl)Cc2ccccc2)cc1
 : -3% | -47%

# Next compounds:
# Value order: FLuc counter | BRCA1 expr up
O=C(Cn1nc(C(F)(F)F)c2c1CCCC2)Nc1ccc(F)c(Cl)c1
 : -14% | -72%
COc1ccc(NCc2nnc3n2CCCCC3)c(OC)c1
 : 0% | -9%
Clc1ccccc1Cn1cccc1C1=NC(Cc2ccccc2)CO1 (configuration not stated)
 : 5% | -2%
Cc1ccc(OCCSc2nc3ccc(NC(=O)c4ccco4)cc3s2)cc1
 : -13% | 0%
Cn1c(=O)c2sccc2n2c(CCC(=O)NCc3ccccc3Cl)nnc12
 : -5% | 1%
CC(=O)c1ccc(N2CCN(S(=O)(=O)c3ccc(-c4coc(C)n4)cc3)CC2)cc1
 : -1% | -20%
CN(C(=O)CSc1nc2ccc(NC(=O)c3ccccc3F)cc2s1)c1ccccc1
 : ? | 0%
CCOc1ccc(NC(=O)Cn2cc(C(=O)c3ccccc3)c(=O)c3cc4c(cc32)OCCO4)cc1
 : -2% | -4%
COc1cccc(CNC(=O)Cn2c(=O)ccc3cc(S(=O)(=O)N4CCC(C)CC4)ccc32)c1
 : -2% | -18%
CC1=C(C(=O)Nc2ccccc2C)C(c2ccco2)n2ncnc2N1 (configuration not stated)
 : -1% | -9%
CCc1ccc(OCC2c3cc(OC)c(OC)cc3CCN2C(=O)COc2ccccc2)cc1 (configuration not stated)
 : -2% | -52%
c1ccc(Cc2nnc(SCc3nc(-c4cccs4)no3)n2-c2ccccc2)cc1
 : ? | -27%
COc1ccc(NC(=O)c2oc3ccccc3c2NC(=O)Cc2ccc(F)cc2)c(OC)c1
 : -1% | 6%
Cc1ccc(N(CC(=O)Nc2cccc(Cl)c2C)S(=O)(=O)c2c(C)noc2C)cc1
 : 1% | -68%
O=C(Nc1ccc(-c2nc3cc(NC(=O)c4ccc(Cl)cc4)ccc3o2)cc1)c1ccc(Cl)cc1
 : -2% | -18%

# Record cards (already shown).
# c1ccc(Cc2nnc(SCc3nc(-c4cccs4)no3)n2-c2ccccc2)cc1 reads FLuc counter: ?; BRCA1 expr up: -27%
# Clc1ccccc1Cn1cccc1C1=NC(Cc2ccccc2)CO1 (configuration not stated) reads FLuc counter: 5%; BRCA1 expr up: -2%

# (list continues)
# Value order: FLuc counter | BRCA1 expr up
Cc1ccc(CNCc2c(C(=O)O)n(Cc3ccc(C)cc3)c3cc(C)ccc23)cc1
 : -1% | -75%
Cc1ccc2c(c1)-c1nc(-c3ccccc3)cc(-c3ccccc3)c1CO2
 : -1% | 12%
COc1cccc(NC(=O)CSc2nc(=O)n(Cc3ccco3)c3c2CCC3)c1
 : -12% | 8%
CCOc1ccc(C2=C(C(C)=O)Sc3nnc(C)n3N2C(C)=O)cc1
 : -16% | -39%
Cc1ccc(NC(=O)Cn2c(=O)n(CCCCC(=O)NCc3ccc4c(c3)OCO4)c(=O)c3ccccc32)cc1
 : -2% | 0%
O=C(NCCc1ccccc1)C1CCN(c2nc3ccccc3nc2C(F)(F)F)CC1
 : 3% | -1%
CCOC(=O)N1CCC(NC(=O)c2ccc3c(c2)N(Cc2ccccc2C)C(=O)c2ccccc2S3=O)CC1 (configuration not stated)
 : 1% | -27%
COc1ccc(OC)c2sc(N3CCN(C(=O)c4ccco4)CC3)nc12
 : -7% | 0%
CCCCOc1ccccc1NC(=O)CC1Sc2ccccc2NC1=O (configuration not stated)
 : 0% | 3%
COc1cc(C(=O)Nc2c(C(=O)Nc3ccccc3F)oc3ccccc23)cc(OC)c1OC
 : -19% | -25%
COc1cccc(C2CC(=O)Nc3c2c(=O)[nH]c2nc4ccccc4n32)c1 (configuration not stated)
 : -15% | -37%
CCCCCn1c(CCNC(=O)c2ccc(F)cc2)nc2ccccc21
 : -4% | -38%
CCCN(C(=O)c1c(C)oc2ncn(CC(C)C)c(=O)c12)c1ccccc1C
 : 0% | 7%
Cc1nc2cc(-c3ccccc3)nn2c(C)c1CCC(=O)Nc1ccc(F)cc1F
 : ? | -19%
CCOC(=O)C1CCN(C(=O)c2ccc3c(=O)n4nc(Nc5ccccc5)sc4nc3c2)CC1
 : -14% | -6%
CCc1ccccc1NC(=O)c1nnn(CC(=O)Nc2c(C)cc(C)cc2C)c1N
 : 0% | 3%
CCn1ccc2c(OCC(=O)Nc3ccc(OC)cc3OC)cccc2c1=O
 : -5% | 7%
O=c1oc2ccccc2cc1-c1cn2cc(Cc3ccc(Cl)cc3)sc2n1
 : -1% | -17%
Cc1ccc(CNC(=O)c2cc(S(=O)(=O)N3CCCCC3)cn2C)cc1
 : -5% | -13%
CC1CCN(C(=O)c2ccc3c(c2)N(Cc2ccccc2F)C(=O)c2ccccc2S3(=O)=O)CC1
 : 5% | -7%

# Screening data deposited in PubChem BioAssay by National Center for Advancing Translational Sciences (NCATS).

# The list is partial. The share of hits here may be higher or lower than overall.
